Screens (PubChem BioAssay)
GAA inhib – blocks human lysosomal alpha-glucosidase; purified human GAA, 4-MU-alpha-glucoside fluorescence; Potency, µM (titrated, usually from 76.9 µM), for inactives: at the highest dose activity change, negative = inhibition, hits mostly inhibitors; 200,000 tested, 0.005% active; AID 1466;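 note: plate controls were uninhibited enzyme wells for no effect and no-enzyme background for full effect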
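Human enzyme at 4 nM with 400 uM 4-methylumbelliferyl-alpha-D-pyranoside, citrate/phosphate buffer pH 5.0, 0.005% Tween-20, 20 min at room temperature. Compounds up to 77 uM. 4-MU fluorescence (Ex 365/Em 440) read after NaOH/glycine stop; AC50 from Hill fit.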
GAA glycogen – inhibitors or activators of human alpha-glucosidase glycogen cleavage; P10253; recombinant GAA, glycogen substrate, Amplex Red glucose oxidase fluorescence; Potency, µM (series often up to 76.4 µM), without a hit: top-dose activity change, negative = inhibition, most hits filed as inhibitors; 300,000 tested, 0.38% active; AID 2100;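 note: 0% = full enzyme reaction and -100% = no-enzyme basal signal; the screen sought inhibitors and activators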
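Recombinant human enzyme (4 nM); glycogen substrate; 37 C, 40 min, pH 5.0. Readout: coupled glucose oxidase/Amplex Red fluorescence.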
HTT aggregate – mutant huntingtin aggregation inhibition; PC12 HttQ103-GFP aggregates, Acumen cytometry, 40 h; Potency, µM (doses to about 46.1 µM), inactives show top-dose activity change, negative = inhibition, hits mostly inhibitors; 220,000 tested, 1.1% active; AID 1688; note: % is set by controls: 0 for no effect and ±100 for the full control effect; nearly all actives have a fitted effect of over 60% in size
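Quantitative HTS on tebufenozide-induced (100 nM) PC12 cells stably expressing polyQ103 Huntingtin exon 1–GFP. Reduction of bright GFP aggregates, detected by laser scanning cytometry after lysis, identified actives across the titration.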
aGlu spleen mod – lysosomal alpha-glucosidase (human) modulation | P10253 | human spleen homogenate, 4-MU-alpha-glucoside fluorescence | Potency, µM (top dose mostly 79.9 µM), for inactives: top-dose activity change, negative = inhibition, hits mostly inhibitors | 240,000 tested, 0.006% active | AID 2112;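 note: 0% = enzyme with vehicle and -100% = no enzyme basal signal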
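Compounds were titrated against alpha-glucosidase in spleen homogenate at pH 5.0, with 1 mM 4-methylumbelliferyl substrate for 40 min at 37 C. Reactions were quenched with pH 10 NaOH/glycine and fluorescence measured.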
IMPase Li inh – IMPase inhibition in cells with lithium potentiation; Potency, µM (series often up to 59.4 µM), for inactives: at the top dose activity, negative = IMPase inhibition, actives largely listed as inhibitors; CHO-M1 cells, IP1 TR-FRET (IP-One), carbachol + lithium; 210,000 tested, 0.35% active;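 note: IP1 builds up when IMPase is blocked and the TR-FRET signal falls; plate controls were basal vehicle for no effect and high inhibitor control for full effect; nearly all actives have a fitted effect of over 50% in size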
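CHO cells stably expressing M1 receptor (2000/well) were cultured 16–30 h, then exposed to compounds with a small lithium addition for 30 min at 37C. IP1 was measured by TR-FRET competition; AC50 from Hill fits.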
RGS12 GoLoco inh – RGS12 GoLoco-Gai1 interaction inhibition. P63096. Gai1:RGS12 GoLoco peptide FP, rhodamine, 10 min. Potency, µM (titrated, usually from 61.6 µM), without a hit: at the top dose activity, negative = inhibition, hits mostly inhibitors. 230,000 tested, 0.44% active; active = well fitted inhibition curve with a large enough effect, not every such curve was filed as active; inactive = no such curve, though single readings can be large or run the other way; note: % is set by controls: 0 for no effect and ±100 for the full control effect; nearly all actives have a fitted effect of over 30% in size; many of its hits are not listed in these tables
Target sequence (P63096 whole entry, looked up): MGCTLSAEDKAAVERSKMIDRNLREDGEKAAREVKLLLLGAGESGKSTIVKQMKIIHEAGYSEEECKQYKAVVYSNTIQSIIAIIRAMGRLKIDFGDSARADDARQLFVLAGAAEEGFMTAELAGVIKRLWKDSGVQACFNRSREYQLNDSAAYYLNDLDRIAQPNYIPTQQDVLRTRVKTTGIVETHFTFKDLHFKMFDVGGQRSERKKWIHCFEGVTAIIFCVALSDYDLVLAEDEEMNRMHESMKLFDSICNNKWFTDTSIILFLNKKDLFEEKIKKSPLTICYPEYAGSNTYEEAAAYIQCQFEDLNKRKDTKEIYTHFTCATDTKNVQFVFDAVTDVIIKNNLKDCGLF
HTT ATP protect – cytoprotection in Huntington HTT-Q103 PC12 cell model; 230,000 tested, 0.14% active; PC12 HTT-Q103 induced, cytoprotection, ATP luminescence, 40 h; Potency, µM (doses to about 56.4 µM), without a hit: cytoprotection (ATP increase), hits mostly activators; AID 1471;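 note: % of control where 0% means no effect; nearly all actives have a fitted effect of over 45% in size; toxic huntingtin expression switched on by the ecdysone agonist tebufenozide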
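Huntington model: PC12 line, ecdysone-inducible HTTQ103 exon1–GFP, tebufenozide 100 nM. Test articles in a dose series. Endpoint luminescence from cellular ATP.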
* hit, by the source's call; ? = inconclusive; · = not tested or not shown; & = joins results of further samples; [ ] = dose if it differs, or a comment. Unless noted, calls come from the whole dose curve; as a rule, active = well fitted curve in the direction sought with a large enough effect; inconclusive = small, poorly fitted or top-dose-only effect, or another doubt; inactive = no such curve, though single readings can be large; an effect the other way counts as inactive or inconclusive. Potency is the fitted concentration of half-maximal effect.

Start of the listing, in advance, 3 compounds:
SMILES	GAA inhib	GAA glycogen	HTT aggregate	aGlu spleen mod	IMPase Li inh	RGS12 GoLoco inh	HTT ATP protect
O=C(O)c1ccc(Nc2nc(-c3ccccc3)c3ccccc3n2)cc1	10%	24%	28%	2%	-4%	4%	·
O=C(CSc1nc(Nc2ccccc2)nc(N2CCOCC2)n1)Nc1ccc([N+](=O)[O-])cc1	-16%	-1%	?	3%	27%[38.3 µM]	9%	-45%[inhibitor]
CCN(CC)S(=O)(=O)c1ccc(C(=O)N2CCN=C2SCc2cccnc2)cc1	?	2%	1%	-22%	-8%[38.3 µM]	4%	35%

Results, from the first entry:
SMILES	GAA inhib	GAA glycogen	HTT aggregate	aGlu spleen mod	IMPase Li inh	RGS12 GoLoco inh	HTT ATP protect
O=C(O)c1ccc(Nc2nc(-c3ccccc3)c3ccccc3n2)cc1	10%	24%	28%	2%	-4%	4%	·
O=C(CSc1nc(Nc2ccccc2)nc(N2CCOCC2)n1)Nc1ccc([N+](=O)[O-])cc1	-16%	-1%	?	3%	27%[38.3 µM]	9%	-45%[inhibitor]
CCN(CC)S(=O)(=O)c1ccc(C(=O)N2CCN=C2SCc2cccnc2)cc1	?	2%	1%	-22%	-8%[38.3 µM]	4%	35%
C=C1c2ccccc2O[C@H](C(=O)OCC)[C@@H]1CC(C)(C)c1ccccc1	·	·	·	-9%[119 µM]	18%	2%[88.7 µM]	13%
CNC(=O)C1(C)C=CC2(CCCCC2)N1C(=O)OC (configuration not stated)	·	·	·	-3%	2%	8%	13%
CCC(=O)Nc1c(C(=O)N2CCN(c3ccccn3)CC2)cnn1-c1ccc(C)cc1	-1%	-3%	-1%	7%	8%	-4%	·
Cc1ccc(-c2noc(C3CCCN(C(=O)c4ccccc4)C3)n2)o1 (configuration not stated)	-2%	1%	-2%	-1%	7%[38.3 µM]	-24%	-23%
C/C(=N\N=C1\NC(=O)C(CC(=O)Nc2ccc(Cl)cc2)S1)c1ccco1 (configuration not stated)	-6%	-6%	-12%[9.22 µM]	-10%	-1%	9%	-13%
CCN(CC)CCCCn1c(-c2ccccc2)nc2c(NC3CCCCC3)nc(C)nc21	·	·	·	3%	10%	-1%	-88%[inhibitor]
CCc1ccc(N(CC(=O)NC2CCCC2)S(=O)(=O)c2c(C)noc2C)cc1	-3%	-5%	2%	-11%	38%[activator][38.3 µM]	-7%	2%[10 µM]
CCN(C(=O)CSc1nnc(NCc2ccccc2)s1)C1CCS(=O)(=O)C1 (configuration not stated)	3%	-5%	-12%	4%	-7%	12%	-62%[inhibitor]
C=CCOC(=O)C(=O)/C=C/c1c(C)n(C)n(-c2ccccc2)c1=O	·	-9%	13%[9.22 µM]	-5%	-4%	2%	11%[10 µM]
CN(C)c1ccc(CNCCC2(O)CCOC(C)(C)C2)cc1 (configuration not stated)	-6%	-26%	25%	0%	7%[38.3 µM]	-9%	-3%[10 µM]
CN(C)NC(=S)Nc1cccc(Cl)c1	-1%[15.4 µM]	?	-21%[9.22 µM]	-1%	·	8%	-4%[10 µM]
Cc1c(C(=O)Nc2ccncc2)oc2c1C(=O)CC(C)(C)C2	3%	7%	-25%	-6%	-5%[38.3 µM]	1%	-6%[0.074 µM]
CCc1ccc(C2(C)SC(NC(C)=O)=NN2C(C)=O)cc1 (configuration not stated)	0%	-2%	-4%	5%	0%[38.3 µM]	-1%	-1%
CC(=O)c1nn(-c2cccc(Br)c2)cc1C(=O)c1ccco1	1%	7%	7%	2%	2%	4%	2%[10 µM]
Cc1noc(NC(=O)c2ccc(F)cc2)c1C#N	-8%	-4%	?	1%	7%	4%	22%[10 µM]
Cc1cccc(C2=NN(c3ccccc3)[C@@H](C(=O)N3CCOC3=O)[C@@H]2c2ccc(Cl)cc2)c1	·	·	·	6%	-4%	4%	·
O=C(NC(=S)Nc1cc([N+](=O)[O-])ccc1Cl)c1ccccc1	0%	-1%	-8%	4%	29%[38.3 µM]	7%	-19%
Cc1ccc(C(=O)Nc2nc(N)n(-c3ccccc3)n2)cc1	·	4%	-2%[9.22 µM]	-16%	·	7%	0%[10 µM]
O=C(NNC(=O)C1CC(c2cccnc2)=NO1)Nc1ccccc1F (configuration not stated)	4%	-10%	-20%	·	-1%	-2%	15%
C=CCc1ccc(OCC(O)CN2CCN(Cc3ccc(Cl)cc3)CC2)c(OC)c1 (configuration not stated)	2%	-17%	9%	-1%	28%	4%	·
O=C(Nc1cccc(Cn2cccn2)c1)c1cc2c(s1)CCCC2	-10%	-1%	-28%	-3%	35%[38.3 µM]	73%[activator]	-17%
CC(=O)O/C(=C\c1cn(C(C)=O)c2ccccc12)C(=O)O	·	-12%	26%[9.22 µM]	0%	·	6%	12%[10 µM]
Cc1ccc(C(=O)NCc2ccco2)cc1Br	1%	7%	-22%	1%	11%[38.3 µM]	9%	16%[10 µM]
O=C(N/N=C(\c1ccccc1)c1ccccn1)c1cccc([N+](=O)[O-])c1	-2%	0%	6.3µM*	4%	0%	5%	-139%[inhibitor]
Cc1cccc(C)c1N1C(=O)c2ccccc2C1=O	-1%[15.4 µM]	8%	5%	-3%	34%[activator][38.3 µM]	3%	-4%
O=C(NCc1cccc(Cl)c1)c1cccc(C(F)(F)F)c1	-2%	-7%	-11%	-3%	-2%[38.3 µM]	3%	22%
CCCCCOC(=O)CCN1C(=O)/C(=C2\SC(=S)N(CCC(=O)OCCCCC)C2=O)SC1=S	·	0%	-19%[9.22 µM]	-5%	·	104%[activator]	-47%[inhibitor][10 µM]
COC(=O)c1cc(S(=O)(=O)N(C)C2CCCCC2)oc1C	-15%	8%	-7%[9.22 µM]	1%	·	8%	-20%[10 µM]
CC/C=C\C/C=C\C/C=C\C/C=C\C/C=C\C/C=C\CCC(=O)NCCc1ccc(O)c(O)c1	·	·	·	-1%	14%	3%	-59%[inhibitor]
COC(=O)c1nc(NC(=O)c2ccccc2Br)n[nH]1	-2%	1%	22%	-6%	11%	-12%	-16%
CCNC(=O)NCCc1c[nH]c2ccc(Cl)cc12	-2%	-2%	-12%	-4%	-13%[38.3 µM]	4%	0%
Cn1c(=O)oc2cc(S(=O)(=O)N3CCN(Cc4ccc5c(c4)OCO5)CC3)ccc21	-4%	-6%	1%	-1%	6%[38.3 µM]	-10%	4%
O=C(Cn1nc(-c2ccccc2)c2ccccc2c1=O)NCCN1CCOCC1	2%	-3%	-2%	7%	10%[38.3 µM]	7%	9%
Cc1ccc(NC(=O)CSc2nnc(CNC(=O)c3ccccc3F)o2)cc1	6%	?	13%	-7%	5%	-23%	0%
O=C1CCCN1c1ccc(S(=O)(=O)NCc2ccco2)cc1	-6%	5%	10%	-1%	-3%[38.3 µM]	-12%	12%[10 µM]
O=C(Cn1cnc2ccccc2c1=O)Nc1ccc2c(c1)OCCO2	7%	0%	-9%	-12%	-8%[38.3 µM]	-23%	-46%[inhibitor]
COc1ccc(CNCC(O)COc2cccc3c2OC(C)(C)C3)cc1 (configuration not stated)	-8%	4%	?	6%	2%	-5%	-47%[inhibitor]
Cc1ccc(C(=O)Nc2ccccc2C(=O)N2CCCC2)cc1[N+](=O)[O-]	5%	-10%	-4%	7%	2%	-7%	·
CC(C)(C)c1ccccc1NC(=O)Cn1c(=O)cnc2ccccc21	8%	10%	17%	2%	-2%	5%	11%[10 µM]
CNC(=O)[C@H]1O[C@H](n2cnc3c(NCc4cccc(I)c4)nc(Cl)nc32)[C@@H](O)[C@@H]1O	·	·	·	10%	13%	7%	?
COc1ccc(NC(=O)CSc2nnc(C3CC3)n2C)cc1	0%	-5%	-15%[9.22 µM]	10%	-1%	-2%	-3%[10 µM]
Cc1noc(NS(=O)(=O)c2ccc(N/C=C/C(=O)c3ccncc3)cc2)c1C	-9%	-3%	5%	3%	17%[38.3 µM]	6%	-16%
O=C(NCc1ccc(F)cc1)Nc1cccc(Cl)c1	-5%	-4%	-7%	3%	11%	5%	-42%[inhibitor]
CC(=O)Nc1c(O)nc(SCC(=O)N2CCN(c3ccc(F)cc3)CC2)[nH]c1=O	1%	-15%	14%	-4%	-4%[38.3 µM]	-7%	-10%[0.074 µM]
Cc1ccc(C(=O)O)cc1-c1ccc(/C=C2/NC(=O)N(c3ccccc3)C2=O)o1	-6%	-2%	19%	-4%	11%[38.3 µM]	-6%	-19%
S=C(N/N=C/c1cccc2ccccc12)Nc1cccc(Cl)c1	·	-7%	-7%[9.22 µM]	-1%	·	3%	22%[10 µM]
CCS(=O)(=O)N1CCC(C(=O)c2ccc(Cl)cc2)CC1	2%	-2%	7%	-6%	-4%	-2%	-7%[10 µM]
Following part.
SMILES	GAA inhib	GAA glycogen	HTT aggregate	aGlu spleen mod	IMPase Li inh	RGS12 GoLoco inh	HTT ATP protect
Cc1cccc(NC(=O)Cn2nnc3ccccc32)c1	0%	2%	-11%	-1%	-5%	7%	5%
COc1cc2c(O)c3c(c(-c4ccc5c(c4)OCO5)c2cc1OC)C(=O)OC3	-3%	-10%	?	-21%	12%[38.3 µM]	6%	-20%
COC(=O)c1cccc(NC(=O)CN(c2ccc3c(c2)OCO3)S(C)(=O)=O)c1C	6%	17%	17%	-3%	-7%[38.3 µM]	-6%	15%
O=C(CSc1nnc(COc2cccc3ccccc23)o1)N1CCN(C(=O)c2ccco2)CC1	-4%	3%	7%	3%	8%	-2%	10%[10 µM]
Cc1ccc(S(=O)(=O)N(C)c2c(C)ccc(S(=O)(=O)N3CCN(C=O)CC3)c2C)cc1	-12%	-3%	13%	-11%	13%	2%	12%[10 µM]
O=[N+]([O-])c1ccc(N2CCCCC2)c(Cl)c1N1CCCCC1	4%	-1%	-13%	-4%	5%[38.3 µM]	5%	17%
COC(=O)Nc1ccc2c(c1)N(C(=O)CCN1CCN3CCCC3C1)c1ccccc1CC2 (configuration not stated)	-3%&-4%	6%&-8%	13%&13%	4%&1%	34%[activator][38.3 µM]	-3%&0%	2%[1.9 µM]
COc1cccc(OC)c1C(=O)Nc1nc2cc3c(cc2s1)OCO3	·	5%	37%[9.22 µM]	1%	·	-2%	4%[10 µM]
COc1ccc(-c2csc(NC(=S)NC(=O)c3cccs3)n2)cc1OC	-2%	-19%	-27%	5%	20%	28%	-60%[inhibitor]
COc1ccc(-c2c(C#N)c(C)nc3c2C(=O)c2ccccc2-3)cc1	-1%	9%	?	-4%	-6%[38.3 µM]	-12%	-73%[inhibitor][10 µM]
CCn1c(SCC(=O)N2CCCc3ccccc32)nnc1-c1ccoc1C	6%	-9%	3%	0%	4%	10%	-2%[10 µM]
O=C(Nc1ccc(NC(=O)c2cccs2)cc1Cl)c1ccco1	9%	-18%	-11%	0%	-18%	8%	8%
O=C(O)Cc1ccc(C(=O)c2ccccc2F)s1	-5%	1%	-4%	-3%	3%[38.3 µM]	12%	1%

A portion of the library. The share of hits here may be higher or lower than overall.
